Assay outcomes as filed in PubChem BioAssay.
KDM4C inh – inhibitors of human demethylase GASC-1 KDM4C. GST-KDM4C 2-372, H3K9me3 peptide, LANCE TR-FRET. inhibition, % at 12.5 µM. Q9H3R0. 0.15% of 96,000 active. AID 720574;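 active means mean replicate inhibition above about 25%, with at least 55% of replicates also reaching it, limit read from the data, passing the limit was not always enough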
Target sequence (Q9H3R0 2-372 limits assumed): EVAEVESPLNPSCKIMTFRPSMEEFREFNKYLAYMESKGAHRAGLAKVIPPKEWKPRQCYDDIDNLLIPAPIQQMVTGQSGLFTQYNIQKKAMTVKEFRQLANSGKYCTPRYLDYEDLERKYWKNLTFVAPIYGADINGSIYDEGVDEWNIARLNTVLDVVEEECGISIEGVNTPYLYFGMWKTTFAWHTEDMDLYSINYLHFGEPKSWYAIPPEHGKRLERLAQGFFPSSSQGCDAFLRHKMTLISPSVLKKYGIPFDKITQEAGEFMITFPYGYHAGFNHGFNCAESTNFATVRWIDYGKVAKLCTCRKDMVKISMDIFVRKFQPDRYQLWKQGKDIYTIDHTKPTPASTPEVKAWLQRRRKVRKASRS
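System: N-terminal GST-fused human GASC-1 (KDM4C) fragment, residues 2-372; amount: enzyme final amount 10 nM; incubation: reaction 30 min RT, detection step 1 h RT; medium: HEPES buffer, pH 7.5, plus ascorbate; technique: LANCE TR-FRET, Eu antibody, ULight-streptavidin, EDTA, ex 340 nm, em 618/671 nm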
C diff HTS – blocks growth of Clostridium difficile | Clostridium difficile clinical isolate growth, OD600, 24 h; active compounds read low | growth activity, negative = inhibition, % at 16 µg/mL (by protocol) | 0.25% of 86,000 active;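 active means mean growth activity at or below -80% and every replicate also at or below -80%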;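 further: 0% = DMSO wells and -100% = levofloxacin 16 µg/mL wells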
T cruzi growth – blocks T. cruzi growth in NIH3T3 culture. 5.9% of 77,000 active. inhibition, % at 8.34 µM. T. cruzi beta-gal in NIH3T3, GalScreen luminescence, 90 h;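 active means mean inhibition above about 93%, with at least 55% of replicates each passing it, limit read from the data, passing the limit was not always enough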
Pf Dd2 inh – inhibitors of Plasmodium falciparum Dd2 growth. 2.3% of 94,000 active. activity change, % at 10 µM. P. falciparum Dd2 growth, SYBR Green, 72 h; active compounds read low; in the data active means activity change below about -80%
Starred values were filed as active, the others as inactive; nt = not tested or not shown. Random draw from the library; 7.3% or so of the library scored in one or more.

Values run as follows: KDM4C inh | C diff HTS | T cruzi growth | Pf Dd2 inh
1	Cc1noc(C)c1S(=O)(=O)N(C)C[C@H]1Oc2ccc(NC(=O)Nc3ccc(C(F)(F)F)cc3)cc2CC(=O)N([C@H](C)CO)C[C@H]1C
    0.0 | 8.9 | -3.3 | 5.7
2	CC(C)c1cn(CC[C@@H]2CC[C@@H](NC(=O)c3cccc(F)c3)[C@H](CO)O2)nn1
    -2.3 | nt | -7.8 | -26.8
3	C[C@H](CO)N1C[C@H](C)[C@@H](CN(C)CC2CC2)Oc2ccc(NC(=O)CCN3CCOCC3)cc2CC1=O
    0.6 | 1.8 | 38.2 | -1.3
4	C[C@H](CO)N1C[C@H](C)[C@@H](CN(C)Cc2ccncc2)OCCCC[C@H](C)Oc2ccc(NC(=O)Nc3ccccc3)cc2C1=O
    -0.5 | 12.6 | 34.4 | -23.3
5	CC(=O)N(C)C[C@@H]1Oc2ncc(-c3ccccc3F)cc2C(=O)N([C@@H](C)CO)C[C@H]1C
    0.7 | -6.3 | 6.1 | 38.3
6	COc1ccc(NC(=O)Nc2cccc3c2O[C@@H](CN(C)S(C)(=O)=O)[C@H](C)CN([C@H](C)CO)C3=O)cc1
    1.3 | -4.9 | 84.8 | 11.6
7	C[C@@H]1CN([C@H](C)CO)C(=O)c2cccc(NS(C)(=O)=O)c2O[C@@H]1CN(C)C(=O)Nc1ccc(C(F)(F)F)cc1
    0.8 | -0.8 | nt | -30.6
8	CC(C)C#Cc1ccc([C@H]2[C@@H](CO)N3C(=O)CN(C(=O)NC4CCCC4)C[C@H]23)cc1
    0.4 | -13.7 | nt | -13.9
9	COc1ccc(CN(C)C[C@H]2OCCCC[C@@H](C)Oc3ccc(NC(=O)Nc4c(C)noc4C)cc3C(=O)N([C@H](C)CO)C[C@@H]2C)cc1
    4.8 | -6.0 | 14.6 | 1.5
10	C[C@@H]1CN([C@@H](C)CO)S(=O)(=O)c2ccc(C3=CCCC3)cc2O[C@H]1CN(C)Cc1ccccc1
    -1.4 | 8.4 | 80.1 | -56.0
11	C/C=C/c1ccc([C@H]2[C@H](CO)N[C@H]2CN(CC)C(=O)c2ccccn2)cc1
    1.3 | -9.5 | 10.1 | 9.2
12	O=C(N[C@H]1CC[C@H](CCNS(=O)(=O)Cc2ccccc2)O[C@H]1CO)c1ccc2c(c1)OCO2
    35.3* | nt | 15.9 | -5.6
13	C[C@H](CO)N1C[C@H](C)[C@H](CN(C)Cc2ccccc2)Oc2ccc(NC(=O)CCCCCC(=O)Nc3ccccc3N)cc2CC1=O
    -0.9 | -5.0 | 45.2 | -50.1
14	C[C@@H]1CN([C@H](C)CO)C(=O)c2cccc(NS(=O)(=O)c3cccs3)c2O[C@@H]1CN(C)Cc1ccc(C(=O)O)cc1
    -1.3 | nt | -68.6 | -10.1
15	C[C@H]1CN([C@@H](C)CO)C(=O)c2cc(-c3cncnc3)cnc2O[C@H]1CN(C)Cc1ccccc1
    0.5 | -2.8 | 19.1 | 30.1
16	O=C(C[C@@H]1C=C[C@H](NS(=O)(=O)c2cccc(F)c2)[C@H](CO)O1)N1CCCCC1
    -0.7 | 3.6 | 4.6 | 8.2
17	Cc1noc(C)c1NC(=O)N(C)C[C@@H]1Oc2c(NC(=O)C3CC3)cccc2C(=O)N([C@@H](C)CO)C[C@@H]1C
    -0.3 | -3.1 | 35.9 | 5.7
18	Cc1noc(C)c1NC(=O)N[C@@H]1CC[C@H](CCNC(=O)C2CCCCC2)O[C@H]1CO
    -0.4 | 0.8 | -55.6 | 10.9
19	COc1ccc(S(=O)(=O)Nc2cccc3c2O[C@@H](CN(C)S(=O)(=O)c2ccc(F)cc2)[C@H](C)CN([C@@H](C)CO)C3=O)cc1
    -0.2 | 3.5 | 57.0 | -55.8
20	COc1ccc2c3c([nH]c2c1)[C@H](CO)N(C(=O)C1CCCC1)CC31CCN(S(C)(=O)=O)CC1
    0.3 | -0.6 | nt | 5.9

Given in transposed form: part of the list above
[12] O=C(N[C@H]1CC[C@H](CCNS(=O)(=O)Cc2ccccc2)O[C@H]1CO)c1ccc2c(c1)OCO2
[13] C[C@H](CO)N1C[C@H](C)[C@H](CN(C)Cc2ccccc2)Oc2ccc(NC(=O)CCCCCC(=O)Nc3ccccc3N)cc2CC1=O
[14] C[C@@H]1CN([C@H](C)CO)C(=O)c2cccc(NS(=O)(=O)c3cccs3)c2O[C@@H]1CN(C)Cc1ccc(C(=O)O)cc1
assay / compound,12,13,14
KDM4C inh,35.3*,-0.9,-1.3
C diff HTS,nt,-5.0,nt
T cruzi growth,15.9,45.2,-68.6
Pf Dd2 inh,-5.6,-50.1,-10.1

Next section
Values run as follows: KDM4C inh | C diff HTS | T cruzi growth | Pf Dd2 inh
21	COCC(=O)Nc1ccc2c(c1)C(=O)N(C)C[C@@H](OC)[C@@H](C)CN(C(=O)CC1CC1)[C@@H](C)CO2
    -0.5 | nt | 2.5 | -8.8
22	C[C@H](CO)N1C[C@H](C)[C@H](CN(C)C(=O)Nc2ccc3c(c2)OCO3)Oc2c(NC(=O)C3CCOCC3)cccc2C1=O
    -0.6 | -3.9 | -39.5 | -0.4
23	COc1ccc(NC(=O)Nc2ccc3c(c2)C(=O)N([C@H](C)CO)C[C@@H](C)[C@@H](CN(C)Cc2ccccc2)OCCCC[C@@H](C)O3)cc1
    -1.1 | -6.0 | 103.4* | -73.3
24	CC(C)CC#Cc1ccc2c(c1)O[C@@H](CN(C)C(=O)C1CC1)[C@@H](C)CN([C@H](C)CO)S2(=O)=O
    -2.2 | nt | 77.4 | -47.1
25	CO[C@H]1CN(C)C(=O)c2ccc(NS(=O)(=O)c3cn(C)cn3)cc2OC[C@@H](C)N(Cc2cccc(F)c2)C[C@@H]1C
    0.8 | 0.7 | -43.2 | -2.4
26	C[C@H]1CN([C@@H](C)CO)S(=O)(=O)c2ccc(-c3ccncc3)cc2O[C@H]1CN(C)C(=O)C1CCCCC1
    -0.1 | 8.9 | 79.3 | -18.1
27	CC(C)NC(=O)N1C[C@H]2[C@@H](c3ccccc31)[C@@H](CO)N2C(=O)Nc1cccc(F)c1
    -1.9 | -6.4 | 8.5 | 2.6
28	Cc1noc(C)c1S(=O)(=O)Nc1ccc2c(c1)CC(=O)N([C@H](C)CO)C[C@@H](C)[C@H](CN(C)CC1CCCCC1)O2
    -0.5 | -2.8 | 45.3 | -5.3
29	C[C@@H]1CN([C@@H](C)CO)C(=O)c2cc(C#Cc3ccccc3)cnc2O[C@@H]1CN(C)C(=O)c1ccccc1F
    2.2 | -9.8 | -7.1 | -44.8
30	CC(C)NC(=O)N(C)C[C@H]1Oc2c(NC(=O)C3CCCCC3)cccc2C(=O)N([C@H](C)CO)C[C@@H]1C
    9.8 | 1.0 | 8.5 | -0.7
31	CNC(=O)C[C@H]1CC[C@@H]2[C@H](COc3ccc(NC(=O)c4ccc(F)c(F)c4)cc3C(=O)N2C)O1
    -1.0 | 0.0 | 24.0 | -7.5
32	C[C@H]1CN([C@@H](C)CO)C(=O)c2cc(C3=CCCC3)cnc2O[C@H]1CN(C)Cc1ccccc1C(=O)O
    1.7 | -1.4 | 29.4 | 48.8
33	O=C(N[C@H]1CC[C@@H](CCNC(=O)c2ccccc2F)O[C@@H]1CO)c1cnccn1
    -0.8 | nt | 7.7 | -1.0
34	O=C(NC1CCC1)[C@H]1[C@H](CO)[C@H]2Cn3c(ccc(C4=CCCC4)c3=O)[C@@H]1N2CC1CC1
    -0.4 | 1.9 | 48.0 | 2.6
35	N#Cc1cccc(-c2ccc3c(c2)[C@H]2[C@H](CCN2S(=O)(=O)c2ccccc2F)[C@@H](CO)N3)c1
    -3.0 | -0.6 | 107.3* | 18.1
36	CC(C)NC(=O)Nc1ccc2c(c1)CC(=O)N([C@H](C)CO)C[C@@H](C)[C@H](CN(C)C(=O)Nc1ccccc1)O2
    -1.8 | -10.1 | -3.2 | 10.5
37	O=C(Nc1ccc2c(c1)[C@@H]1C[C@@H](CC(=O)N3CCc4ccccc4C3)O[C@H](CO)[C@@H]1O2)c1cccnc1
    -0.1 | nt | -45.2 | -37.0
38	COCC(=O)N(C)C[C@@H]1Oc2ncc(-c3ccc(F)cc3)cc2C(=O)N([C@@H](C)CO)C[C@@H]1C
    0.8 | -0.3 | 5.8 | 29.4
39	O=C(C[C@@H]1C[C@@H]2c3cc(NS(=O)(=O)c4ccc(F)cc4)ccc3O[C@@H]2[C@@H](CO)O1)NCc1cc(F)ccc1F
    -4.3 | -4.5 | 39.7 | -30.6
40	C[C@H]1CN([C@@H](C)CO)C(=O)Cc2cc(NC(=O)Cc3ccccc3)ccc2O[C@@H]1CN(C)CC1CCCCC1
    -2.2 | -4.9 | 43.8 | -11.2
41	COc1ccc(CN(C)C[C@@H]2Oc3ccc(NC(=O)CCC(F)(F)F)cc3CC(=O)N([C@H](C)CO)C[C@@H]2C)cc1
    0.5 | 0.5 | 28.1 | 6.1
42	CCCNC(=O)N1[C@H](CO)[C@H](c2ccccc2)C12CN(C(=O)c1cccnc1)C2
    1.1 | 31.0 | nt | 30.4
43	COc1ccc(NC(=O)Nc2ccc3c(c2)[C@@H]2C[C@@H](CC(=O)NCCc4ccccc4)O[C@@H](CO)[C@@H]2O3)cc1
    -5.0 | 41.2 | 179.2* | -37.8
44	COCC(=O)Nc1ccc2c(c1)OC[C@H](C)N(C(=O)c1ccccc1)C[C@H](C)[C@H](OC)CN(C)C2=O
    0.6 | nt | 10.4 | -17.9
45	CCCNC(=O)Nc1ccc2c(c1)C(=O)N(C)C[C@H](OC)[C@@H](C)CN(Cc1cccnc1)[C@H](C)CO2
    0.1 | nt | 51.1 | 0.1
46	C[C@@H]1CN([C@@H](C)CO)C(=O)Cc2cc(NC(=O)Cc3ccccc3)ccc2O[C@@H]1CN(C)S(=O)(=O)c1ccccc1
    0.1 | 3.4 | 14.1 | -39.0
47	C[C@@H]1CN([C@H](C)CO)C(=O)c2cc(C#Cc3ccccc3F)cnc2O[C@H]1CN(C)C(=O)C1CCOCC1
    nt | -12.5 | 15.5 | nt
48	COCC(=O)Nc1ccc2c(c1)OC[C@@H](C)N(C(=O)c1cnccn1)C[C@H](C)[C@H](OC)CN(C)C2=O
    0.5 | nt | -2.1 | -16.4
49	COc1ccccc1-c1ccc2c(c1)O[C@@H](CN(C)C(=O)c1cccnc1)[C@@H](C)CN([C@@H](C)CO)S2(=O)=O
    4.4 | 2.1 | nt | 11.6
50	CC(C)(O)C#Cc1ccc([C@@H]2[C@@H](CO)N3CCCCN(C(=O)c4ccc(F)cc4)C[C@H]23)cc1
    0.5 | 0.6 | 43.8 | -8.2
51	O=C(C[C@@H]1C[C@H]2c3cc(NC(=O)Nc4ccccc4F)ccc3O[C@H]2[C@H](CO)O1)NCc1ccncc1
    -0.3 | -0.5 | -25.9 | -14.0
52	CCCC(=O)N1CC2(CN(S(C)(=O)=O)C2)c2c([nH]c3cc(OC)ccc23)[C@H]1CO
    1.2 | 1.9 | nt | -7.9
53	Cc1noc(C)c1NC(=O)N[C@@H]1C=C[C@@H](CC(=O)N2CCN(C)CC2)O[C@@H]1CO
    1.5 | 0.7 | -23.4 | 8.2
54	C[C@H](CO)N1C[C@H](C)[C@H](CN(C)C(=O)NC2CCCCC2)OCCCC[C@H](C)Oc2ccc(NC(=O)C3CCCCC3)cc2C1=O
    -0.6 | 9.3 | 83.6 | -59.6
55	C[C@@H]1CN([C@@H](C)CO)C(=O)c2cc(-c3cccc(F)c3)cnc2O[C@@H]1CN(C)C(=O)C1CC1
    4.1 | nt | 17.5 | 30.4
56	CCS(=O)(=O)Nc1ccc2c(c1)C(=O)N(C)[C@H]1CC[C@H](CC(=O)NC)O[C@H]1CO2
    1.1 | 0.1 | 0.5 | 4.1
57	CC(=O)N(C)C[C@@H]1Oc2cc(C#Cc3ccccn3)ccc2S(=O)(=O)N([C@@H](C)CO)C[C@H]1C
    4.0 | -0.9 | 101.8* | 15.9
58	C[C@@H]1CN([C@H](C)CO)C(=O)Cc2cc(NC(=O)C3CC3)ccc2O[C@@H]1CN(C)Cc1ccc(-c2ccccc2)cc1
    0.7 | -20.6 | 33.0 | -6.7
59	CO[C@H]1CN(C)C(=O)c2cc(NS(=O)(=O)c3ccccc3)ccc2OC[C@H](C)N(C(=O)NC(C)C)C[C@H]1C
    1.6 | nt | -1.9 | -1.1
60	C[C@H](CO)N1C[C@H](C)[C@H](CN(C)S(=O)(=O)c2ccc(Cl)cc2)Oc2ccc(NC(=O)Nc3cccc4ccccc34)cc2C1=O
    0.2 | 0.0 | 93.3 | -35.7
61	C[C@@H]1CN([C@@H](C)CO)C(=O)Cc2cc(NC(=O)Nc3cccc4ccccc34)ccc2O[C@@H]1CN(C)C(=O)Nc1ccc(C(F)(F)F)cc1
    -1.6 | 4.8 | 64.5 | -7.6

Records above shown as hits in KDM4C inh:
Values run as follows: KDM4C inh | C diff HTS | T cruzi growth | Pf Dd2 inh
12	O=C(N[C@H]1CC[C@H](CCNS(=O)(=O)Cc2ccccc2)O[C@H]1CO)c1ccc2c(c1)OCO2
    35.3* | nt | 15.9 | -5.6
